m5-HT2A agonist: activates the mouse 5-HT2A serotonin receptor; P35363; CHO-K1 mHTR2A beta-arrestin complementation, luminescence; percent of 30 µM serotonin response; activation, % at 7.6 µM; 360,000 tested, 0.66% active; AID 624169;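 active = activation above a run cutoff, the mean activation of all tested compounds plus 3 SD, cut at about 14% in these data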;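 also: 0% = plate median of compound wells and 100% = 30 µM serotonin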
Target sequence (P35363 whole entry, looked up): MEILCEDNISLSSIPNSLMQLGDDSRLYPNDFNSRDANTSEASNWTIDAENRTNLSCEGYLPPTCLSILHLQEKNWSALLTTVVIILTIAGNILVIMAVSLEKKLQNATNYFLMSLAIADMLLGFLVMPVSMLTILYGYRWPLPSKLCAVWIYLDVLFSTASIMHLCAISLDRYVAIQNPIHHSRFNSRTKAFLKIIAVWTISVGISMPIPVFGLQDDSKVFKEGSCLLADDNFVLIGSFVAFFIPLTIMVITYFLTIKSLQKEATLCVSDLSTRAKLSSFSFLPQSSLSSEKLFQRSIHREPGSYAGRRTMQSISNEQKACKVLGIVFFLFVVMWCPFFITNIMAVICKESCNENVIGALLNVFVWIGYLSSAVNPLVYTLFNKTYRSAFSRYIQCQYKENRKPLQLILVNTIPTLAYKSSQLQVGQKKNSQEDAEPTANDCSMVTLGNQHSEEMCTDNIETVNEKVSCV
TRPM1 prom inh: MITF TRPM1 promoter inhibition in SK-MEL-5 cells. SK-MEL-5 TRPM1 promoter luciferase, 24 h. inhibition, % at 12.5 µM. 330,000 tested, 0.83% active. AID 488899;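 active = mean inhibition across replicates of 60% or more, whatever share of single replicates reaches that level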; also: values of inactives mirror those of a sister screen read the other way
Peg3 prom inh: reduces Peg3 promoter-driven luciferase expression in HeLa. HeLa PEG-Prom luciferase reporter, luminescence, overnight. inhibition, % at 20 µM. 360,000 tested, 1.7% active. AID 588405;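 active = inhibition of at least 50% at 20 µM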
HIF-2a inh: HIF-2a inhibition. 786-0 RCC cells HIF-2a reporter, luciferase luminescence, overnight. inhibition, % at 18.8 µM. 360,000 tested, 0.72% active;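 active = inhibition of the luminescence signal of 40% or more relative to plate controls, in a single-dose primary screen at 18.75 µM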
Cardio protect: protects H9c2 cardiomyocytes from peroxide injury | H2O2 injury protection, ATPLite, 2 h | protection from H2O2 cell death, % at 20 µM | 360,000 tested, 0.63% active;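 active = compounds giving at least 50% protection of heart cells from peroxide-induced death in the single-dose screen, raw or plate-pattern-corrected value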;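 also: 0% = DMSO wells with peroxide and 100% = DMSO wells without peroxide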
NR2E3 ag-1: human photoreceptor-specific nuclear receptor agonism. Q9Y5X4. CHO-S Gal4-NCOR/VP16-NR2E3 two-hybrid, luciferase. inhibition of corepressor binding, % at 3.98 µM. 360,000 tested, 0.35% active. AID 602229;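 active = inhibition above the mean of all tested compounds plus 3 SD, cut at about 70% in these data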;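 also: 0% = DMSO with NR2E3 transfected cells and 100% = cells lacking NR2E3 construct; higher means lower luciferase signal from less NR2E3 corepressor binding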
Target sequence (Q9Y5X4 whole entry, looked up, the tested form may be a part): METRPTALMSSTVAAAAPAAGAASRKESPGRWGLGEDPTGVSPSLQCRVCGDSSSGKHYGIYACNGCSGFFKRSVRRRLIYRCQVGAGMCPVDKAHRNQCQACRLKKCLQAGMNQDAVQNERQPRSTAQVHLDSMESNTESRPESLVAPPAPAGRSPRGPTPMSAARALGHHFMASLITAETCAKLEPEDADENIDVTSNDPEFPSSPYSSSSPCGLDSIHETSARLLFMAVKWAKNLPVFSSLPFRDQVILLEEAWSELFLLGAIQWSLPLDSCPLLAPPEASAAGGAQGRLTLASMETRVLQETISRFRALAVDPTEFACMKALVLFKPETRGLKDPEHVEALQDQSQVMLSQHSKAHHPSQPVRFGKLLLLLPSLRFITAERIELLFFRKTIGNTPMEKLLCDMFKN
CaV13 ICDI inh: Disruptors of the CACNA1D IQ motif to Ca2+-dependent inactivation inhibitor domain association, primary screening, Förster resonance energy transfer in intact living …; 340,000 tested, 0.098% active; inhibition, % at 12.3 µM; HEK cells, CFP/YFP FRET ICDI-IQ, plate reader, 10 min; percent FRET-ratio fall versus neutral wells;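 active = mean replicate inhibition of at least 30% and at least 1% of replicates passing that level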;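 also: 0% = median of the neutral control wells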
Shn3 inh set2: inhibitors of Schnurri-3 3'UTR reporter in osteoblasts; Clone20 osteoblast Shn3 3'UTR firefly luciferase, 24 h; inhibition, % at 12.5 µM; 360,000 tested, 0.52% active; AID 588674;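 active = mean inhibition of at least 75% with every replicate also reaching 75%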;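 also: 0% = median of neutral control wells and 100% = pilot-screen positive control compound; some compounds past the cut are filed as inactive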
PDI turbidity: blocks human protein disulfide isomerase activity; P07237; PDI insulin aggregation turbidity, A650, 90 min; inhibition, % at 10 µM; 350,000 tested, 0.052% active;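 active = mean inhibition across replicates of 30% or more, whatever share of single replicates reach that level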;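 also: absorbance from insulin aggregation driven by PDI reduction with DTT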
NR2E3 ag-2: NR2E3 (human) agonism | GST-NR2E3/biotin-RetCOR TR-FRET, 1536-well | inhibition of corepressor binding, % at 4.78 µM | 320,000 tested, 0.12% active | AID 2300;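 active = percent inhibition above the cutoff of mean plus 3 SD of all tested compounds, set per screening campaign, cut at about 20% in these data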;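 also: 0% = DMSO wells and 100% = biotin wells as full block of FRET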
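System: GST-NR2E3 and biotin-RetCOR proteins; probe or stimulus: 7 nM biotin-RetCOR; doses: compound at 4.8 µM, single dose; schedule: Compound–protein incubation for 5 h at 4 °C; detection: time-resolved FRET; read-out: percent inhibition; controls: biotin wells as high control, 0.6% DMSO wells as low control; format: 1536-well plates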
hiPSC survival: increases survival of single human iPS cells | survival enhancement, % at 20 µM | AID 602274 | 360,000 tested, 0.044% active | hiPSC single-cell survival, ATPlite luminescence; 100% = ROCK inhibitor wells, 0% = DMSO; in the data active = survival enhancement above about 18%;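 also: cells exposed to compounds for 16 hours before the ATP read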
* marks the source's active call; other numbers are inactive results; · = no result given.

Short keys – A = m5-HT2A agonist; B = TRPM1 prom inh; C = Peg3 prom inh; D = HIF-2a inh; E = Cardio protect; F = NR2E3 ag-1; G = CaV13 ICDI inh; H = Shn3 inh set2; I = PDI turbidity; J = NR2E3 ag-2; K = hiPSC survival
COc1cccc(-c2ccccc2C2=CC(=O)CC(C)(C)C2=O)c1
  A: -2	B: ·	C: 21	D: 11	E: 2	F: -8	G: -6	H: 7	I: -1	J: ·	K: -0.2

CCOCCCn1c(=S)[nH]c2cc(C(=O)N3CCC(C(N)=O)CC3)ccc2c1=O
  A: 1	B: -7	C: 7	D: 17	E: -1	F: -27	G: -4	H: 12	I: 0	J: 0	K: 0.5

CC1=C(C)CC(C(=O)Nc2cccc([N+](=O)[O-])c2)C(C(=O)O)C1 (centres undefined)
  A: 0	B: 4	C: 11	D: 8	E: 5	F: -13	G: -6	H: 13	I: 1	J: 2	K: 3.3

O=C(O)/C(=C\c1cccs1)c1ccc(F)cc1
  A: -3	B: -17	C: 11	D: 15	E: 4	F: -7	G: -7	H: 1	I: -24	J: 1	K: -0.8

O=[N+]([O-])c1ccc(C2NS(=O)(=O)N=C3CCCCCN32)cc1 (centres undefined)
  A: -2	B: 7	C: 1	D: 5	E: -1	F: -11	G: 6	H: ·	I: -3	J: 0	K: 0.0

Cc1ccc(S(=O)(=O)N2CCN(c3ncccn3)CC2)cc1C
  A: 1	B: 9	C: 25	D: 16	E: -2	F: 6	G: -19	H: 15	I: -3	J: 3	K: -0.7

CC(=O)C1C(c2ccccc2)c2c(n[nH]c2C)CC1(C)O (centres undefined)
  A: 8	B: -2	C: 14	D: 11	E: 17	F: 13	G: -5	H: -2	I: -4	J: 5	K: -0.6

O=C1/C(=C/c2ccncc2)SC(=S)N1C1CCS(=O)(=O)C1 (centres undefined)
  A: -3	B: 9	C: 41	D: 41*	E: -13	F: -8	G: -3	H: -30	I: 4	J: -1	K: -5.7

COc1cccc(Oc2ccc3nnc(C(F)(F)F)n3n2)c1
  A: 0	B: 4	C: 1	D: 0	E: 1	F: 14	G: -5	H: 7	I: 7	J: 4	K: -1.7

S=C1NCN(Cc2ccco2)CN1c1ccccc1
  A: -1	B: -20	C: -40	D: -200	E: -1	F: -13	G: -5	H: -26	I: 0	J: 0	K: 0.6

Cc1cccc(-n2cnc(C(=O)NC3CCCCCC3)c2)n1
  A: 0	B: -88	C: -224	D: -222	E: -4	F: -159	G: ·	H: -53	I: 14	J: 2	K: 4.3

CCCCN1C(=O)NC(NC(=O)c2ccco2)(C(F)(F)F)C1=O (centres undefined)
  A: -2	B: 17	C: 1	D: 13	E: -6	F: 3	G: -5	H: 1	I: -5	J: -1	K: -2.1

Cc1ccc(C)c(C(=O)CCC(=O)O)c1
  A: 6	B: 5	C: 10	D: 11	E: -1	F: 0	G: -5	H: 6	I: 8	J: 2	K: -0.7

COc1ccc(C2CC(C(C)(C)C)=NN2c2ccc(S(N)(=O)=O)cc2)cc1 (centres undefined)
  A: 0	B: -9	C: 9	D: 6	E: -6	F: -1	G: -4	H: 22	I: 14	J: ·	K: 0.8

NNC(=O)c1oc2ccccc2c1-n1cccc1
  A: -7	B: 1	C: 10	D: 14	E: 6	F: -4	G: -6	H: -10	I: 3	J: 0	K: 0.0

Cc1cc(C)n(NC(=S)NC2CCCCC2)c(=O)c1C#N
  A: 2	B: -4	C: 2	D: 20	E: 6	F: 19	G: -17	H: -8	I: -3	J: -3	K: 0.2

O=c1c2ccccc2c2ccccc2c(=O)n1Nc1ccccc1
  A: 20*	B: ·	C: 10	D: 6	E: 0	F: 10	G: -6	H: 10	I: -5	J: ·	K: -1.9

COc1ccc([C@@H]2CC(=O)c3c(O)cc(O[C@@H]4OC(CO[C@@H]5OC(C)[C@H](O)[C@@H](O)[C@H]5O)[C@@H](O)[C@H](O)[C@H]4O)cc3O2)cc1O (some centres undefined)
  A: 3	B: ·	C: -17	D: 1	E: 4	F: 3	G: ·	H: 5	I: ·	J: ·	K: -1.0

CC(=O)Nc1ccc(C(=O)N/C(=C/c2ccccc2)C(=O)NCc2ccco2)cc1
  A: 6	B: 3	C: 5	D: 7	E: -2	F: -12	G: -2	H: -9	I: -3	J: 3	K: 0.2

Cc1cccc(NC(=O)CCS(=O)(=O)c2cc3c(cc2Cl)NC(=O)CO3)c1
  A: -4	B: 2	C: 4	D: 4	E: 6	F: -3	G: -2	H: -1	I: -10	J: -2	K: -0.1

CCC(C)c1ccc(NC(=S)NCc2ccccc2OC)cc1 (centres undefined)
  A: -4	B: 11	C: 27	D: -19	E: -12	F: -1	G: 3	H: 5	I: 0	J: ·	K: -2.8

CCn1c(=O)c2cc(C(=O)NC(C)C)sc2c2ccccc21
  A: 1	B: -7	C: -10	D: -63	E: 5	F: 20	G: -3	H: -27	I: -9	J: 0	K: -0.6

Cc1noc(C)c1S(=O)(=O)N1CCC(C(=O)Nc2ccccn2)CC1
  A: 4	B: 6	C: -3	D: 7	E: 2	F: -14	G: -4	H: -1	I: 12	J: 0	K: 0.6

Cc1cccc(C(=O)NNc2ncnc3c2cnn3C)c1
  A: -1	B: -10	C: 8	D: 9	E: 2	F: -9	G: 2	H: -1	I: -5	J: 0	K: -0.5

COc1ccc(NC(=O)CSc2ccccc2)c(OC)c1
  A: 5	B: -41	C: -229	D: -198	E: 2	F: -5	G: ·	H: -14	I: -1	J: 2	K: -0.9

Cc1cccc(/C=N/NC(=O)c2ccc(F)cc2)n1
  A: -5	B: -43	C: -83	D: -122	E: 19	F: -71	G: -3	H: -5	I: 1	J: 1	K: -0.2

CC(/C=C/C1(O)C(C)CC(O)CC1(C)C)OC1OC(CO)C(O)C(O)C1O (centres undefined)
  A: 39*	B: 0	C: -12	D: 3	E: -1	F: 4	G: ·	H: -24	I: ·	J: 4	K: 2.5

Cn1cc(-c2csc(C(O)c3ccc(F)cc3)n2)cn1 (centres undefined)
  A: 11	B: ·	C: -10	D: 5	E: -7	F: 29	G: -6	H: -20	I: -15	J: ·	K: -1.3

Cn1c(Cl)nc2c1c(=O)n(Cc1cccc(Br)c1)c(=O)n2C
  A: 4	B: 14	C: 4	D: 13	E: 11	F: -8	G: -9	H: 6	I: -2	J: 12	K: -0.3

CCCN1CCC(NC(=O)Nc2ccc(OC)c(OC)c2)CC1
  A: 1	B: -5	C: -3	D: 4	E: -3	F: -9	G: -5	H: -4	I: -1	J: -1	K: 5.7

Some of the entries so far, with each value named.
CCC(C)c1ccc(NC(=S)NCc2ccccc2OC)cc1 (centres undefined)
  m5-HT2A agonist = -4
  TRPM1 prom inh = 11
  Peg3 prom inh = 27
  HIF-2a inh = -19
  Cardio protect = -12
  NR2E3 ag-1 = -1
  CaV13 ICDI inh = 3
  Shn3 inh set2 = 5
  PDI turbidity = 0
  NR2E3 ag-2 = ·
  hiPSC survival = -2.8
Cn1cc(-c2csc(C(O)c3ccc(F)cc3)n2)cn1 (centres undefined)
  m5-HT2A agonist = 11
  TRPM1 prom inh = ·
  Peg3 prom inh = -10
  HIF-2a inh = 5
  Cardio protect = -7
  NR2E3 ag-1 = 29
  CaV13 ICDI inh = -6
  Shn3 inh set2 = -20
  PDI turbidity = -15
  NR2E3 ag-2 = ·
  hiPSC survival = -1.3

Additional compounds:
Below each compound: m5-HT2A agonist	TRPM1 prom inh	Peg3 prom inh	HIF-2a inh	Cardio protect	NR2E3 ag-1	CaV13 ICDI inh	Shn3 inh set2	PDI turbidity	NR2E3 ag-2	hiPSC survival
CCc1ccc(-c2nc(CN3CCC(C(=O)NCCc4ccc(OC)c(OC)c4)CC3)c(C)o2)cc1
→ -5	10	-1	-7	-2	-24	-4	14	-2	-2	0.3
COC(=O)c1cc(OC)c(OC)cc1-n1cnc2cc(OC)c(OC)cc2c1=O
→ 2	-2	8	13	-7	-7	-5	-2	0	5	1.3
COc1ccccc1C1=NN(C(=S)Nc2ccccc2)C(c2ccco2)C1 (centres undefined)
→ -6	-31	-154	-206	2	-114	·	0	-1	-1	0.1
Cc1ccc(-c2ccc([C@H]3[C@@H]4C=CCC[C@@]4(C)C(=O)N3Cc3ccccc3)c(F)c2)cc1
→ -2	1	21	23	-15	6	-5	31	9	-7	-0.8
Cc1ccc(SCC(=O)N=C2NC(=O)CS2)cc1
→ 0	-6	3	3	-1	-4	-1	-4	-5	-1	-0.8
CC1CC(C)CN(C(=O)c2ccc(S(=O)(=O)N3CC(C)CC(C)C3)cc2)C1 (centres undefined)
→ -1	9	17	22	-3	-8	-2	36	2	2	0.0
O=C(O)CCN1C(=O)c2ccccc2C1=O
→ 8	2	3	4	-2	-17	-5	-10	7	4	6.3
CCOc1ncccc1C(=O)Nc1cccc(S(=O)(=O)N2CCCCC2)c1
→ 5	10	24	13	-3	-4	-5	14	-5	4	-0.5
O=C(CC1NCCNC1=O)NC1Cc2ccccc2C1 (centres undefined)
→ -3	-26	9	10	7	-16	-17	8	-9	1	2.4
CCOc1ccc(S(=O)(=O)NCC(=O)NC2CCCCC2)cc1
→ -7	6	11	11	0	5	-6	-6	1	5	-0.3
Cc1ccc(C(=O)COc2cc(C)nc3nncn23)cc1
→ 0	14	3	15	4	11	-2	-5	1	-2	-0.3
O=S(=O)(NC1CCCC1)c1cc(F)ccc1F
→ 6	-4	19	-3	-1	28	·	8	-11	1	-0.4

Grouped by structure: the compounds so far with a COOH group.
Below each compound: m5-HT2A agonist	TRPM1 prom inh	Peg3 prom inh	HIF-2a inh	Cardio protect	NR2E3 ag-1	CaV13 ICDI inh	Shn3 inh set2	PDI turbidity	NR2E3 ag-2	hiPSC survival
CC1=C(C)CC(C(=O)Nc2cccc([N+](=O)[O-])c2)C(C(=O)O)C1 (centres undefined)
→ 0	4	11	8	5	-13	-6	13	1	2	3.3
O=C(O)/C(=C\c1cccs1)c1ccc(F)cc1
→ -3	-17	11	15	4	-7	-7	1	-24	1	-0.8
Cc1ccc(C)c(C(=O)CCC(=O)O)c1
→ 6	5	10	11	-1	0	-5	6	8	2	-0.7
O=C(O)CCN1C(=O)c2ccccc2C1=O
→ 8	2	3	4	-2	-17	-5	-10	7	4	6.3

HIF-2a inh, what is marked active above
smiles	m5-HT2A agonist	TRPM1 prom inh	Peg3 prom inh	HIF-2a inh	NR2E3 ag-1	CaV13 ICDI inh	Shn3 inh set2	PDI turbidity	NR2E3 ag-2
O=C1/C(=C/c2ccncc2)SC(=S)N1C1CCS(=O)(=O)C1 (centres undefined)	-3	9	41	41*	-8	-3	-30	4	-1

From PubChem BioAssay
